TROY NFkB inh = inhibitors of TROY-dependent NF-kB signaling | Q293 LMP1-TROYcd NF-kB luciferase reporter, 4 h | hit rate 0.98% among 360,000 | inhibition, % at 10 µM;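 active = compounds whose plate-normalised and pattern-corrected inhibition of the luciferase reporter signal at the single screening dose is 50% or more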
C8 TRAIL sens = sensitizes caspase-8 expressing cells to TRAIL | NB7+C8 cells + TRAIL, ATPlite viability luminescence | inhibition (viability loss, TRAIL sensitization), % at 10 µM | hit rate 1% among 360,000 | AID 624354;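 active = compounds causing at least 50% loss of cell viability in the single-dose screen, relative to plate controls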
EBV LMP1 NFkB = inhibitors of Epstein-Barr LMP1-induced NF-kappaB reporter | hit rate 0.69% among 350,000 | AID 504558 | inhibition, % at 12.5 µM | LMP1-induced NF-kappaB luciferase reporter cells, luminescence; in the data active = inhibition above about 41%;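 also: 0% = neutral control wells and 100% = reference inhibitor control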
LRH-1 inv ag = inverse agonists of human LRH-1 (NR5A2); O00482; HEK293T StAR-luciferase reporter, LRH-1 transfected, 24 h; inhibition, % at 3.6 µM; hit rate 0.13% among 360,000; AID 602396;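 active = inhibition above the mean inhibition of all tested compounds plus 3 SD, cut at about 73% in these data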;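 also: 0% = DMSO wells and 100% = reporter-only cells lacking LRH-1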
TWEAK Fn14 block = inhibitors of TWEAK-Fn14 interaction signaling | TWEAK-stimulated Fn14 reporter cells, luciferase luminescence, 8 h | inhibition, % at 10 µM | hit rate 2% among 360,000 | AID 1159606; in the data active = inhibition above about 50%
KKLEB tox = reduces viability of KKLEB cystic fibrosis airway cells | KKLEB CF airway cells viability, ATPlite luminescence, overnight; active compounds read low; cells stimulated with P. aeruginosa culture filtrate | activity change (cytotoxicity), % at 5 µM | hit rate 0.36% among 360,000;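 active = corrected activity change at or below -50% at 5 µM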
Shn3 inh set2 = inhibitors of Schnurri-3 3'UTR reporter in osteoblasts | Clone20 osteoblast Shn3 3'UTR firefly luciferase, 24 h | inhibition, % at 12.5 µM | hit rate 0.52% among 360,000 | AID 588674;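 active = mean inhibition of at least 75% with every replicate also reaching 75%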;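 also: 0% = median of neutral control wells and 100% = pilot-screen positive control compound; some compounds past the cut are filed as inactive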
NCOA3 inh = inhibits human SRC3 coactivator; HEK293 GAL4-SRC3 luciferase reporter, luminescence; inhibition, % at 3.6 µM; hit rate 0.17% among 360,000;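 active = inhibition above a per-campaign cutoff, the mean of all compounds plus 3 SD, cut at about 60% in these data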;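 also: 0% = DMSO-treated cells and 100% = gossypol-treated cells at 36 µM; higher means less SRC3-driven luciferase light from the GAL4 reporter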
SRC1 inh = inhibitors of human steroid receptor coactivator 1 (SRC1); HEK293 GAL4-SRC1 luciferase reporter, luminescence; inhibition, % at 3.6 µM; hit rate 0.12% among 360,000; AID 588354;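 active = inhibition above the campaign mean plus 3 SD, with each screening campaign given its own cutoff, cut at about 60% in these data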;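 also: 0% = DMSO treated cells and 100% = gossypol at 36 µM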
COUP-TFII inh = inhibitors of human COUP-TFII (NR2F2); P24468; HEK293T NGFI-A luciferase reporter, luminescence; inhibition, % at 8.6 µM; hit rate 0.7% among 370,000; AID 686940;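 active = inhibition above a per-plate cutoff, mean inhibition of test wells between control levels plus 3 SD, cut at about 38% in these data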;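 also: cells cotransfected with COUP-TFII expression vector driving the NGFI-A reporter; 0% = median of COUP-TF2 test wells and 100% = reporter-only cells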
CF NFkB inh = inhibitors of cystic fibrosis induced NF-kB; KKLEB NF-kB-GFP reporter, PAF-induced, GFP fluorescence overnight; hit rate 0.86% among 360,000; inhibition, % at 5 µM; AID 588850;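 active = at least 50% inhibition at 5 µM, scaled per plate between neutral and stimulator controls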;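 also: PAF is a Pseudomonas aeruginosa culture filtrate used as stimulus; plate controls were PAF-stimulated DMSO wells for no effect and unstimulated DMSO wells for full effect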
* hit, by the source's call; x = not tested or not shown.

SMILES	TROY NFkB inh	C8 TRAIL sens	EBV LMP1 NFkB	LRH-1 inv ag	TWEAK Fn14 block	KKLEB tox	Shn3 inh set2	NCOA3 inh	SRC1 inh	COUP-TFII inh	CF NFkB inh
CN1CCN(S(=O)(=O)c2ccc(-c3noc(C4CCN(S(C)(=O)=O)CC4)n3)cc2)CC1	4.8	13.5	-4.6	-9.2	-2.6	-10.4	16.2	-6.0	0.2	-0.2	9.7
CCOC(=O)c1c(NC(=O)CCS(=O)(=O)c2ccccc2)sc2c1CCN(C(C)C)C2	-0.7	-6.5	-5.0	-5.5	1.9	7.6	3.8	1.4	-5.0	6.8	-8.2
COC(=O)Cc1ccc(NC(=S)Nc2ccccn2)cc1	-9.9	4.5	-5.0	-37.7	-13.2	14.2	-7.9	-19.5	-26.1	-23.2	-5.2
CCOc1ccccc1CN1CCN(Cc2ccc(C)o2)C(CCO)C1 (stereo not drawn)	-23.2	2.9	4.8	16.5	26.1	-4.3	3.9	-11.4	11.2	1.7	1.7
CC1(C)Cc2c(C#N)c(SCC(=O)c3ccccc3)nc(N3CCOCC3)c2CO1	-9.3	7.1	0.4	14.8	14.8	-19.2	-10.0	-4.7	-5.2	0.2	8.7
O=C(NCc1ccco1)c1cc(-c2cccs2)nc2ccccc12	-8.3	-4.6	-7.9	-9.7	30.7	-17.0	-1.5	10.7	-0.3	6.3	-1.7
CCC(NC(=O)c1ccncc1)c1ccccc1 (stereo not drawn)	11.7	-1.4	-21.9	2.0	-8.3	3.0	4.4	7.8	-32.1	-18.4	-5.5
C[C@]12C=CC(=O)C=C1CC[C@@H]1[C@@H]2[C@@H](O)C[C@@]2(C)[C@H]1CC[C@]2(O)C(=O)COC(=O)CCC(=O)NCCc1ccc(O)cc1	1.0	-4.5	14.8	-1.8	-3.5	34.3	-30.4	-44.3	-32.4	-27.7	80.3*
COc1ccc(NC(=O)COC(=O)Cc2c[nH]c3ccccc23)cc1OC	-6.8	-2.4	70.4*	-9.5	5.9	20.9	-3.9	-3.3	13.1	4.4	-7.7
O=C(COC(=O)/C=C/c1ccc(F)cc1)NCc1cccs1	12.1	13.6	-3.7	6.1	11.8	12.1	10.8	-5.3	-5.3	1.8	-13.5
COCCOC(=O)C1=C(C)NC(=O)NC1c1c(F)cccc1Cl (stereo not drawn)	20.0	-2.5	-22.4	-3.1	-0.3	11.0	-19.3	12.0	-9.8	14.2	-9.6
COc1ccc(C(=O)NCc2ccon2)cc1OC1CCN(C(C)C)CC1	-3.3	6.0	-7.7	7.5	26.2	-1.9	1.0	12.2	2.9	13.8	-2.6
Cc1cccc(-n2ncc3c(NCCCn4ccnc4)ncnc32)c1	-50.0	2.7	-24.9	-67.0	-10.2	8.1	-14.2	-32.2	-24.2	-9.9	-3.8
Cc1ccccc1-c1nc(CS(=O)(=O)CC(=O)NCc2ccccc2)c(C)o1	8.6	-14.9	-7.2	17.6	17.1	6.7	9.5	5.6	-0.5	0.3	8.7
CCOC(=O)CS(=O)(=O)c1ccc2ccccc2c1	-12.5	2.3	-6.5	-1.9	-2.3	-6.5	-15.9	15.2	-19.2	-10.4	12.2
COc1ccc2cnn(-c3ccccc3)c(=O)c2c1OC	-2.8	-0.2	11.5	-7.8	-3.0	0.0	-6.0	11.5	-8.2	-27.5	-18.9
O=C(c1ccc(CN2CCc3ccccc3C2)cc1)N1CCCCC1	6.5	-3.4	4.4	-10.9	16.0	5.7	-7.2	11.4	-4.6	-8.2	-3.4
O=C(NCCNc1ccc([N+](=O)[O-])cc1)c1ccco1	9.6	-2.6	-5.6	14.5	15.2	-0.5	-45.2	11.3	-8.6	-19.0	-10.4
COc1ccc(C(=O)C2CCCN(C3Cc4ccccc4C3)C2)c(OC)c1 (stereo not drawn)	26.1	9.2	-27.6	-14.1	-9.1	-10.5	54.7	-7.3	7.8	-8.7	7.2
COCCNC(=O)CN1CCC(NC(=O)Nc2ccccc2)CC1	-20.2	7.5	-7.1	-6.7	-6.2	14.0	-2.1	10.4	-12.4	11.0	-1.4
O=C(NC1CCCCC1)c1ccc(S(=O)(=O)NCc2cccnc2)cc1	4.2	5.5	6.9	19.9	11.7	5.3	15.8	10.2	-0.5	19.8	5.0
CCOC(=O)Cc1csc(NC(=S)NC(=O)c2ccccc2Br)n1	-20.7	13.0	-3.8	-9.0	-9.3	10.9	-12.4	-20.0	-4.2	-9.0	10.3
Cn1nc(-c2ccccc2)cc1NS(=O)(=O)c1ccccc1	1.9	22.0	-6.7	8.4	19.9	1.2	6.7	4.2	-12.5	16.3	5.4
CCC1C2CN(C(C)=O)CC=C2C(C#N)=C(N)C1(C#N)C#N (stereo not drawn)	-1.3	-6.2	3.0	-6.1	13.7	2.0	5.6	16.3	0.8	0.6	2.6
CCOC1=C2CN(S(=O)(=O)c3ccc(C)cc3)[C@@H](c3cccc4ccccc34)C[C@H]2[C@H]2C(=O)N(c3ccccc3)C(=O)[C@H]2C1	2.0	7.8	x	8.0	-13.3	16.0	-3.9	27.4	11.2	-7.5	-19.1
SMILES	TROY NFkB inh	C8 TRAIL sens	EBV LMP1 NFkB	LRH-1 inv ag	TWEAK Fn14 block	KKLEB tox	Shn3 inh set2	NCOA3 inh	SRC1 inh	COUP-TFII inh	CF NFkB inh
CCC1(CC)N([O-])C(C)=C(c2ccccc2)[N+]1=O	9.2	-10.1	5.8	3.0	-16.5	-1.1	0.7	11.0	-12.3	11.4	11.5
COc1ncnc2c1N[C@@](C)(O)c1c(F)c(F)c(F)c(F)c1S2	-11.4	-10.0	5.6	3.1	-7.9	-3.1	7.9	10.1	-1.6	10.1	9.6
COc1ccc(NS(=O)(=O)c2ccc(C)c(C(=O)NCc3ccccc3CN3CCCC3)c2)cc1	-1.3	-6.1	16.6	3.6	13.7	1.9	-5.5	-1.2	9.7	-1.5	-20.6
CC1CCN(C(=O)Cn2nc(C(F)(F)F)c3c2CCCC3)CC1	6.6	-6.1	-0.6	9.1	5.8	0.1	-16.4	7.3	8.1	14.4	-12.0
Cc1ccc2c(=O)cc(C(F)F)oc2c1	-8.6	0.7	0.1	-2.6	-15.2	10.1	0.3	2.7	-13.2	-11.5	-13.7
CCOC(=O)C1CCCN(Cc2ccc(OC)c(OCc3ccccc3)c2)C1 (stereo not drawn)	0.8	-8.5	-3.3	-9.6	4.1	-7.0	-4.2	4.8	1.1	1.5	-13.2
O=CN1CCN(C(=O)c2ccc(Br)o2)CC1	18.2	-25.9	-1.2	1.7	9.6	7.5	-9.8	6.2	-5.8	-5.8	-8.8
O=S(=O)(NCCC1=CCCCC1)c1ccc(Br)cc1	6.8	-6.2	8.3	-3.7	-2.0	-2.0	2.7	10.5	0.8	5.8	16.2
COCC(=O)N1CCC(Oc2ccc(C(=O)N3CCCCCCC3)cc2)CC1	16.1	-21.8	-3.4	4.4	-4.3	-15.8	0.9	8.5	3.0	-1.7	21.0
COC(=O)c1ccc(Cc2ccc(C(=O)OC)o2)o1	11.2	-0.3	-14.3	-20.5	-10.1	11.3	0.7	12.3	5.1	6.0	-7.3
Cc1cc(NC(=O)CSc2nc(-c3ccco3)cc(C(F)(F)F)n2)n(-c2ccccc2)n1	21.5	5.2	5.2	29.7	10.0	-5.9	13.8	8.8	-0.6	6.3	5.3
CN(c1ccc(C(=O)NCCc2ccccc2)cc1)S(C)(=O)=O	13.2	25.1	18.6	-136.3	48.8	3.1	-60.5	-87.7	-71.2	-16.0	-4.4
CC(C)NCC(O)COCCOc1ccc(Br)cc1 (stereo not drawn)	6.8	17.0	3.4	-20.5	5.8	-2.0	14.8	-2.0	-19.8	15.4	8.6
Cc1cccc(NC(=O)CC2SC(=NC3CCCCC3)NC2=O)c1 (stereo not drawn)	-12.7	-11.9	-4.1	-16.7	-5.5	0.2	5.5	-9.0	4.1	11.2	-12.8
O=C(Nc1cccc(NC(=O)c2c(F)cccc2F)n1)c1c(F)cccc1F	-4.1	-15.4	-3.2	-1.9	-3.0	0.9	17.8	-10.1	1.2	0.4	9.4
O=C(c1ccc(Cl)c(S(=O)(=O)N2CCOCC2)c1)N1CCN(c2ccccc2)CC1	4.4	-7.3	21.6	5.2	10.2	-1.1	2.7	11.8	16.6	4.8	5.2
CC12CCC(C(=O)N(NC(=O)c3ccccc3Cl)C1=O)C2(C)C (stereo not drawn)	7.9	-6.0	-0.1	-32.0	-1.3	-0.6	-25.3	-0.7	5.9	-4.3	5.9
O=C(COC(=O)CCCOc1ccc(Cl)cc1Cl)NCc1ccccc1	-11.3	5.3	-1.4	9.8	9.4	5.3	17.2	16.0	1.4	-24.1	-23.0
COc1ccccc1-n1cnc2c(c1=O)c1nc3ccccc3nc1n2CCc1ccccc1	-0.1	0.4	4.0	-12.3	12.7	16.3	0.1	13.4	10.7	-0.7	-21.5
Cc1ccc(N(C(=O)c2snc(C(N)=O)c2N)C(C(=O)NC2CCCC2)c2ccncc2)cc1 (stereo not drawn)	-43.3	11.9	-4.3	-21.7	-31.8	-9.5	-2.5	14.5	-21.8	-13.5	6.1
CC(=O)n1cc([C@@H]2C=C(C(=O)O)O[C@H](OCc3ccc(CO)cc3)C2)c2ccccc21	-24.5	2.1	1.0	23.4	2.3	11.7	9.1	0.7	-3.0	-2.0	-0.2
Cc1cc2c(o1)CC(C)(C)CC2=O	-0.2	3.6	1.4	-9.7	-2.3	-0.5	-5.9	-5.0	-10.3	0.1	-19.3
CCc1nc(SCC(=O)Nc2nnc(CC)s2)c2c(C)c(C)sc2n1	-14.2	12.5	-7.4	-3.9	-12.6	-13.9	5.4	14.7	5.9	7.6	8.7
C=CCn1c(COc2ccc3c(c2)CCCC3)nnc1SCC(=O)Nc1cccc(SC)c1	6.7	13.4	-2.4	-11.4	13.5	-2.7	-4.3	-7.1	-3.4	-12.5	-23.1
CCOC(=O)CNc1ccc2c(c1)OCO2	-20.6	-12.7	-3.8	1.7	-14.1	4.6	10.1	3.2	-6.0	-5.9	-11.9
CCn1c(O)c(C=C2N=c3ccccc3=N2)sc1=S	-10.2	-17.7	-12.2	7.4	-37.1	-4.2	-13.8	-6.2	8.5	3.2	-1.0
COc1ccc(C(=O)N2CCOC2CNC(=O)C(=O)NCc2ccc(F)cc2)cc1 (stereo not drawn)	4.8	-9.4	9.3	5.6	4.3	2.9	-11.9	-5.0	-0.6	14.0	-18.7
C/C(CCc1ccc2c(c1)OCO2)=N\N=C1\NC(=O)CC(C(=O)Nc2ccccc2)S1 (stereo not drawn)	7.8	-0.2	2.4	-10.8	-4.5	-7.7	4.5	2.2	-0.8	-6.4	10.1
COc1ccc(CC(=O)Nc2cccc(C(C)=O)c2)cc1S(=O)(=O)N1CCOCC1	-2.8	0.5	-2.7	7.7	3.6	13.8	10.5	0.2	-32.6	11.0	-25.2
CC(=O)N1CCOCC1c1cc(C(=O)Nc2ccccc2)no1 (stereo not drawn)	3.0	-4.0	x	-9.7	-24.1	8.7	-2.6	-18.3	-16.9	-16.1	-25.5

This is a subset. The share of hits here may be higher or lower than overall.
